Screening results (PubChem)
E-sel inducer: induces E-selectin expression in human endothelial cells; P16581; activation, % at 7.58 µM; HUVEC E-selectin immunofluorescence imaging; normalized: neutral wells 0, TNF-alpha wells 100; 260,000 compounds, 0.37% hits;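 active means mean E-selectin-positive cell signal at least 10% of the positive control, reached in at least 60% of replicates, without over 20% cell loss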;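 further: in these data hits start at about 27%; measured in HUVEC primary endothelial cells; signal is the percent of cells scored E-selectin positive by PE staining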
Target sequence (P16581 whole entry, looked up): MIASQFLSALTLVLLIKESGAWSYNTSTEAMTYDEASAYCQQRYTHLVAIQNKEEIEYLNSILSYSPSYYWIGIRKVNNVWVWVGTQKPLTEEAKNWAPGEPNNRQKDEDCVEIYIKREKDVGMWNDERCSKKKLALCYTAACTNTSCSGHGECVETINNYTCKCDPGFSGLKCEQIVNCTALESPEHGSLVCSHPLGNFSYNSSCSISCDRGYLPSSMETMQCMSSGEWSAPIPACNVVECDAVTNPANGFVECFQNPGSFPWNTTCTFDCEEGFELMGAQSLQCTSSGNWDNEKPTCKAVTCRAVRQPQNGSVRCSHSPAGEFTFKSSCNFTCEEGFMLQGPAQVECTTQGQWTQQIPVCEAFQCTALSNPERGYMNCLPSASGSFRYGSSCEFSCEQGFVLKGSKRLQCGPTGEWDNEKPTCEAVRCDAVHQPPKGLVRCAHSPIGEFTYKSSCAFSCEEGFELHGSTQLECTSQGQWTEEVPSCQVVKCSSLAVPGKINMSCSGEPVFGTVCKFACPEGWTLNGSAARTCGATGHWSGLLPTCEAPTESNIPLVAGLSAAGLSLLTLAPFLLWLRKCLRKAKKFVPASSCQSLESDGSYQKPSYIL
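material = human umbilical vein endothelial cells (HUVEC), E-selectin induction | quantity = 3,000 cells/well | medium = EGM-2 growth medium on 0.1% gelatin-coated wells | technique = immunofluorescence imaging | read-out basis = % PE-positive cells | control set = TNF-alpha positive control, DMSO neutral control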
RAD52 anneal inh: inhibitors of human RAD52 DNA annealing; AID 651710; P43351; recombinant RAD52 DNA annealing, FRET fluorescence; inhibition, % at 18.7 µM; 360,000 compounds, 0.46% hits;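 active means every replicate showing at least 50% inhibition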
Target sequence (P43351 whole entry, looked up): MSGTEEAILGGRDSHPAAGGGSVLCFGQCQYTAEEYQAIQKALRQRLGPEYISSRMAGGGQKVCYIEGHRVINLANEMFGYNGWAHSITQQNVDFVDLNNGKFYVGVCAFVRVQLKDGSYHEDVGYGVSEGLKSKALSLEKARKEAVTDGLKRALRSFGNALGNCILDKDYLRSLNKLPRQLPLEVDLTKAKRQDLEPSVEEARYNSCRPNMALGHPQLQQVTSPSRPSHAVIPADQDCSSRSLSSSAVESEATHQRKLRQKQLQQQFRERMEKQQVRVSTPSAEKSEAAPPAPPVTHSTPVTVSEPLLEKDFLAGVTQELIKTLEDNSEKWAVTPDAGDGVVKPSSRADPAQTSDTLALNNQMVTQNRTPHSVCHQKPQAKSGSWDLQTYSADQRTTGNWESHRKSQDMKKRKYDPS
ERAP1 inh: blocks human ERAP1 aminopeptidase activity | Q9NZ08 | recombinant ERAP1, Leu-AMC fluorescence, 60 min | inhibition, % at 10.7 µM | 340,000 compounds, 0.15% hits | AID 652197;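 active means mean replicate inhibition of at least 30%, or all replicates individually reaching that 30% level; inactive means mean below 30% and not every replicate reaching it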;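 further: 0% = neutral control wells and 100% = L-leucinethiol positive control wells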
* = called active by the depositor.

Value order: E-sel inducer, RAD52 anneal inh, ERAP1 inh
CC(C)[C@H](NC(=O)CC1CCCC1)C(=O)N1CCC[C@H]1C(=O)NCCc1ccccc1Cl
    -0.3, -3, 4
CCCCn1c(N)c(N(CCOC)C(=O)C2CCCN(C(=O)c3ccc(Cl)cc3)C2)c(=O)[nH]c1=O (stereo not drawn)
    -1.4, -6, 62*
CS(=O)(=O)N1[C@@H]2c3ccc(-c4ccccc4F)c(=O)n3C[C@@H]2[C@@H](CO)[C@@H]1C(=O)NCC1CC1
    -0.2, -10, -1
CC1Sc2ccc(C(=O)Nc3ccccc3OC(F)F)cc2NC1=O (stereo not drawn)
    -0.2, -5, -4
Cc1c(CN2CCC(CO)(Cc3cccc(C(F)(F)F)c3)CC2)c2ccccc2n1C
    0.1, 17, -6
CC(C)N(c1cc(=O)nc2ccccn12)C(C)C
    -0.1, -8, 1
CCN(CC)CCC/C(=N\O)C(O)(c1ccccc1)c1ccccc1
    1.8, -8, -3
COc1cc(C=CC(=O)c2ccccc2)cc(OC)c1OC
    0.0, 5, 5
CCOC(=O)Cc1csc(NC(=O)c2c(O)c3c(n(CC(C)C)c2=O)CCCC3)n1
    -0.2, -11, 3
COC(=O)CSc1nnc(NC(=O)/C=C\c2ccc3c(c2)OCO3)s1
    -0.4, -2, 0
CN(C)S(=O)(=O)c1cccc(C(=O)Nc2ccccc2[N+](=O)[O-])c1
    -2.3, 3, -3
COc1ccc(S(=O)(=O)CC(=O)c2cc(C)c(O)c(C)c2)cc1
    -0.2, -38, 1
Cn1c(SCC(=O)Nc2ccccc2)nnc1-c1ccc2nonc2c1
    0.1, -16, 6
CCOc1ccc(Br)cc1S(=O)(=O)Nc1ccc(NC(=O)c2ccccc2F)cc1
    -2.8, -12, 6
Cc1oc(-c2ccccc2F)nc1CSCC(=O)NC1CC1
    -0.2, 3, -1
Cc1ccc(N2NC3(CCN(C(N)=O)CC3)NC2=O)cc1
    0.2, -13, 1
O=C1OCCC1Sc1nc2ccccc2c(=O)n1Cc1ccc(F)cc1 (stereo not drawn)
    0.0, -26, -2
COc1ccc2c3c(n(C)c2c1)[C@H](CO)N(C(=O)C1CC1)CC31CN(C)C1
    -0.4, -3, 0
CCOc1ccc2nc(NC(=O)Cn3c(C)csc3=O)sc2c1
    0.1, -6, 2
CC(C)OCCCNC(=O)CNC(=O)c1ccc(Cl)c(Cl)c1
    -0.1, -9, 6

Reformatted comma-delimited: entries from further up.
Compound,E-sel inducer,RAD52 anneal inh,ERAP1 inh
CCOc1ccc(Br)cc1S(=O)(=O)Nc1ccc(NC(=O)c2ccccc2F)cc1,-2.8,-12,6
CCOc1ccc2nc(NC(=O)Cn3c(C)csc3=O)sc2c1,0.1,-6,2
O=C1OCCC1Sc1nc2ccccc2c(=O)n1Cc1ccc(F)cc1 (stereo not drawn),0.0,-26,-2

Carrying on:
Value order: E-sel inducer, RAD52 anneal inh, ERAP1 inh
CCCC(=O)Nc1cc(C(=O)O)ccc1Sc1ccccc1
    2.3, -7, -1
Nc1nc(-c2ccccc2)c(-c2ccccc2)n1N
    -0.2, -12, -4
CC(C)Oc1ccccc1OCCN(C)C
    0.0, -4, -5
COC(=O)C1=C(C)N(Cc2ccc(C(F)(F)F)cc2)C(=NCc2ccccc2)NC1c1ccc(C(F)(F)F)cc1 (stereo not drawn)
    -0.5, -10, -1
CC(C)CCn1c(=O)c2ccccc2n2c(CN3CCOCC3)nnc12
    -0.1, -4, -2
C=CC[C@]1(c2ccccc2)C(=O)N2C[C@H]3CON(C)[C@H]3C[C@H]2c2ccccc21
    -0.1, -6, 3
CO[C@@H]1CN(C)C(=O)c2ccc(NC(=O)c3cnccn3)cc2OC[C@@H](C)N(C)C[C@@H]1C
    0.0, -3, -1
C/C(=N\NC(=S)NC(C)C)c1ccc2c(c1)OCCO2
    4.9, -14, -1
COc1cc(CNC(C)C23CC4CC(CC(C4)C2)C3)ccc1OCC(=O)NC(C)(C)C (stereo not drawn)
    0.3, 1, 0
N#Cc1c2n(c3c(N)ncnc13)CCCCC2
    0.4, -13, -2
COc1ccc(/C(N)=N/OC(=O)c2ccc3c(c2)OCO3)cc1
    0.0, -8, 8
O=C(COc1ccccc1Cl)NCCc1ccc2c(c1)OCCO2
    1.3, 5, 1
CC(C)(C)OC(=O)N[C@H]1C=C[C@@H](CC(=O)OCC(F)(F)F)C1
    -0.1, -8, 11
COc1ccc2c3c(n(C)c2c1)[C@H](CO)N(C(=O)NC(C)C)CC31CCN(C(=O)NC(C)C)CC1
    -0.4, -4, 0
COCCNc1cc(C)nc2cc(-c3ccc(C)cc3)nn12
    6.3, -20, 9
COC(=O)c1ccc(Cl)c(NC(=O)Cc2ccccc2[N+](=O)[O-])c1
    1.8, 2, -1
COc1ccc(CCN2C(=S)N(c3ccccc3)C(=O)C2CC(=O)O)cc1OC (stereo not drawn)
    -0.2, 8, 3
COC(=O)c1ccc(/C=C(\C#N)C(=O)NC(C)c2ccccc2)cc1 (stereo not drawn)
    1.1, -5, 12
CS(=O)(=O)N1Cc2cc(C(=O)NCC3CC3)nc(-c3cccc(-c4cccnc4)c3)c2[C@@H]1CCO
    0.1, 1, 4
Cc1cccc2nc(-c3ccccc3)c(-c3ccc(CN4CCC5(CC4)CNc4ccccc45)cc3)nc12
    0.1, -28, -3
CCCCCNC(=O)C(c1cc2ccccc2o1)n1c(=O)c(-c2ccco2)nc2ccccc21 (stereo not drawn)
    0.0, -11, -3
CN(CCCC(=O)O)c1ccc(N=Nc2ccc([N+](=O)[O-])cc2)cc1
    0.8, -3, 1
CCCC(=O)NCCc1cc(OC)c(OC)cc1Br
    -2.3, -8, -1
Cc1ccc(SCCC(=O)Nc2ccc(Br)c(C)c2)cc1
    0.0, -5, -4
O=C(C[n+]1cccc(CNC(=O)c2ccc(OC(F)F)cc2)c1)Nc1ccc(F)cc1
    -2.4, 3, 8
O=C(Oc1ccc(F)cc1)c1ccc2c(=O)n3c(nc2c1)CCC3
    2.9, -14, 32*
Cc1ccc(N=C2NC(=O)/C(=C/c3cccn3C)S2)c(C)c1
    0.0, -25, 4
CCSc1nnc(-c2ccccc2N=Cc2c(C)[nH]n(-c3ccccc3)c2=O)c(=O)[nH]1
    -0.3, -11, 11
CCOC(=O)C1=C(Nc2ccc(OC)cc2)OCC1=O
    -0.5, -5, 3
O=C(CSc1nc(=O)n2ccccc2n1)N1CCCCCC1
    0.4, -4, 1
O=C(N[C@H](C(=O)N1CCC[C@H]1C(=O)NC1CCCC1)C1CCCCC1)c1ccco1
    0.3, -3, 2
CCCC(=O)N1CC2(CN(C(=O)C3CCC3)C2)c2c(n(C)c3cc(OC)ccc23)[C@@H]1CO
    -0.3, -7, 1
O=C(NC(=S)Nc1cccc(CO)c1)c1ccc(-c2ccccc2)cc1
    -0.1, -33, -2
COc1ccc(S(=O)(=O)N2CC=C(C(=O)Nc3ccc(NC(C)=O)cc3)CC2)cc1
    0.3, -19, 1
Cc1c2cnccc2c(C)c2c1oc1ccccc12
    -0.2, 12, -5
CN(C)c1ccc2c(c1)[C@H]1C[C@@H](CC(=O)N3CCCCC3)O[C@@H](CO)[C@H]1O2
    0.3, -145, 3
O=[N+]([O-])c1ccc(N2CCCCC2)cc1N1CCOCC1
    -1.7, -5, -5
Cc1ccc(C)c(Cn2nnc3c(=O)[nH]c(C(=O)Nc4ccc(F)cc4)nc32)c1
    -0.1, -2, 0
CN(C)/C=N/C1=C(C#N)C(c2cccs2)c2ccc3ccccc3c2O1 (stereo not drawn)
    -1.3, -2, -2
CC(=O)Nc1ccc(NC(=O)C2CCN(C(=O)c3ccc([N+](=O)[O-])cc3)CC2)cc1
    -0.6, -4, 4
C[C@@H]1ON(C)[C@H]2C[C@H]3c4cc(N5CCN(C)CC5)ccc4CCN3C[C@@H]12
    -0.3, 7, 5
Cc1ccc(N=Cc2ccc(N(C)C)cc2)cc1C
    0.3, 6, 0
CS(=O)(=O)N(CC(=O)N/N=C/c1ccc(OCC(=O)N2CCOCC2)cc1)c1ccccc1Cl
    4.0, 4, -2
Cc1cc2c(nc1C)CCCN2S(=O)(=O)c1c(C)noc1C
    0.2, -26, 1
Cc1[nH]c2ccccc2c1CC(=O)Nc1ccc(N(C)c2cccnc2)c(-c2cccc(Cl)c2)c1
    0.3, -2, 0
Oc1ccc(C[C@@H](CN2CCCC2CN2C(=S)NC[C@@H]2Cc2ccccc2)N2C[C@H](Cc3ccccc3)N(CC3CCCCCC3)C2=S)cc1 (stereo partly drawn)
    0.2, -32, -7
O=C(c1ccc([N+](=O)[O-])cc1)N1CCSC1c1ccc(Cl)cc1 (stereo not drawn)
    -0.2, -6, -3
O=C(NC[C@@H]1[C@@H](c2ccccc2)[C@@H](CO)N1Cc1cccnc1)C1CCCCC1
    -0.3, -9, -7
O=C(CSc1nc(=O)n(CCCN2CCOCC2)c2c1CCCC2)Nc1cccc(Cl)c1
    -0.2, -8, 4
O=C(NCc1ccc(F)cc1)c1ccc(N2CCc3ccccc32)c([N+](=O)[O-])c1
    -0.5, -8, 0

Structures shown so far that have a tert-butyl group:
Value order: E-sel inducer, RAD52 anneal inh, ERAP1 inh
COc1cc(CNC(C)C23CC4CC(CC(C4)C2)C3)ccc1OCC(=O)NC(C)(C)C (stereo not drawn)
    0.3, 1, 0
CC(C)(C)OC(=O)N[C@H]1C=C[C@@H](CC(=O)OCC(F)(F)F)C1
    -0.1, -8, 11

Further results
Value order: E-sel inducer, RAD52 anneal inh, ERAP1 inh
CCc1c(C)sc(NC(NC(C)=O)(C(=O)OC)C(F)(F)F)c1C#N (stereo not drawn)
    -0.2, -17, -3
CCOC(=O)[C@]12CCC=C1N(Cc1ccco1)C(=O)[C@H](CC(=O)NCc1cccs1)C2
    -0.1, -20, -3
Cc1ccc(/C=C/C(=O)OCC(=O)NCCN2C(=O)CSC2=O)o1
    -0.7, -21, 4
CCCc1nnn(S(=O)(=O)c2ccc([N+](=O)[O-])cc2)c1CCC
    0.1, -4, 1
Cc1nc2cc(-c3ccc(Cl)cc3)nn2c(NCCN(C)C)c1C
    -0.1, 77*, 0
Cn1cnnc1SCc1ccc(C(=O)N/N=C/c2cccs2)cc1
    -0.7, -13, 1
COc1ccc(C(=O)NCCNc2nc3cc(C)cc(C)c3cc2C#N)nc1
    -0.1, -22, 1
CCn1c(/C=C/c2c[nH]c3ccccc23)nc2ccccc2c1=O
    -2.1, -20, 1
Cc1ccc(S(=O)(=O)NCC2(c3ccccc3)CCOCC2)cc1
    0.3, -13, -5
O=C(CSC1CN(C(c2ccccc2)c2ccccc2)C1)N/N=C/c1ccc(Cl)cc1Cl
    0.0, -9, 4
O=C(CSc1nc2ccccc2n1CCc1ccccc1)NC1CC1
    0.7, -26, 2
O=CN1CCN(C(=O)Cc2ccc([N+](=O)[O-])cc2)CC1
    0.0, -11, 13
CS(=O)(=O)N1[C@@H]2c3ccc(-c4cccc(F)c4)c(=O)n3C[C@@H]2[C@@H](CO)[C@@H]1C(=O)NC1CCC1
    -0.8, -5, -5
CCCCn1c(N)c(N(CCOC)C(=O)C2CCN(S(=O)(=O)c3ccc(C)cc3)CC2)c(=O)[nH]c1=O
    -4.0, -5, -2
O=C1/C(=C/c2cccs2)SC(=S)N1C1CCS(=O)(=O)C1 (stereo not drawn)
    11, -24, 0
CC(C)C[C@H]1COc2cccc(NCCO)c2S(=O)(=O)N1
    0.2, -15, 5
CN1CCN(C(=O)c2cc3c(c(-c4cccc(Br)c4)n2)[C@@H](CCO)N([S@](=O)C(C)(C)C)C3)CC1
    0.0, -12, -2
CN(Cc1cccc(F)c1)C(=O)c1ccc(NS(=O)(=O)c2ccc3[nH]c(=O)[nH]c3c2)cc1
    0.4, -8, 1
O=C1C=C(OCCF)CC(c2cccc([N+](=O)[O-])c2)O1 (stereo not drawn)
    -1.4, -13, -1
COC(=O)[C@]12CCCCC=C1N(Cc1ccco1)C(=O)[C@H](CC(=O)N1CCN(C(=O)c3ccco3)CC1)C2
    0.1, -2, 0
Nc1ccn([C@@H]2O[C@H](C(=O)N[C@H](Cc3ccccc3)C(=O)N3CCC(F)(F)CC3)[C@@H](O)[C@H]2O)c(=O)n1
    0.0, -4, 2
Cc1ccccc1C(=O)NCC(c1ccco1)N1CCc2ccccc21 (stereo not drawn)
    -0.2, -18, 0
COc1cccc(C2C3=C(N=c4s/c(=C\c5ccc(O)cc5)c(=O)n42)c2ccccc2CC3)c1OC (stereo not drawn)
    0.2, -26, 0
CC(C)C[C@H]1CNC(=O)C(=O)N1C[C@@H]1CCCN1C[C@H](Cc1ccccc1)N1C[C@H](CC(C)C)N(CCc2ccccc2)C(=O)C1=O
    0.4, 2, -5

The list is partial, so the mix of outcomes need not match the whole.
